Pf apPOL block: Pf-apPOL DNA polymerase inhibition; inhibition, % at 10 µM; AID 1794808; actives 0.25% (n = 210,000); Recombinant Pf-apPOL, molecular beacon fluorescence, 1.5 h
mHTT-CaM PPI inh: inhibitors of human mutant huntingtin-calmodulin interaction; P42858; AlphaScreen His-mHTT/GST-CaM binding, luminescence; inhibition, % at 15 µM; actives 3.6% (n = 190,000);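 also: 0% = both proteins with DMSO and 100% = one protein alone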
Target sequence (P42858 whole entry, looked up, stated change not applied): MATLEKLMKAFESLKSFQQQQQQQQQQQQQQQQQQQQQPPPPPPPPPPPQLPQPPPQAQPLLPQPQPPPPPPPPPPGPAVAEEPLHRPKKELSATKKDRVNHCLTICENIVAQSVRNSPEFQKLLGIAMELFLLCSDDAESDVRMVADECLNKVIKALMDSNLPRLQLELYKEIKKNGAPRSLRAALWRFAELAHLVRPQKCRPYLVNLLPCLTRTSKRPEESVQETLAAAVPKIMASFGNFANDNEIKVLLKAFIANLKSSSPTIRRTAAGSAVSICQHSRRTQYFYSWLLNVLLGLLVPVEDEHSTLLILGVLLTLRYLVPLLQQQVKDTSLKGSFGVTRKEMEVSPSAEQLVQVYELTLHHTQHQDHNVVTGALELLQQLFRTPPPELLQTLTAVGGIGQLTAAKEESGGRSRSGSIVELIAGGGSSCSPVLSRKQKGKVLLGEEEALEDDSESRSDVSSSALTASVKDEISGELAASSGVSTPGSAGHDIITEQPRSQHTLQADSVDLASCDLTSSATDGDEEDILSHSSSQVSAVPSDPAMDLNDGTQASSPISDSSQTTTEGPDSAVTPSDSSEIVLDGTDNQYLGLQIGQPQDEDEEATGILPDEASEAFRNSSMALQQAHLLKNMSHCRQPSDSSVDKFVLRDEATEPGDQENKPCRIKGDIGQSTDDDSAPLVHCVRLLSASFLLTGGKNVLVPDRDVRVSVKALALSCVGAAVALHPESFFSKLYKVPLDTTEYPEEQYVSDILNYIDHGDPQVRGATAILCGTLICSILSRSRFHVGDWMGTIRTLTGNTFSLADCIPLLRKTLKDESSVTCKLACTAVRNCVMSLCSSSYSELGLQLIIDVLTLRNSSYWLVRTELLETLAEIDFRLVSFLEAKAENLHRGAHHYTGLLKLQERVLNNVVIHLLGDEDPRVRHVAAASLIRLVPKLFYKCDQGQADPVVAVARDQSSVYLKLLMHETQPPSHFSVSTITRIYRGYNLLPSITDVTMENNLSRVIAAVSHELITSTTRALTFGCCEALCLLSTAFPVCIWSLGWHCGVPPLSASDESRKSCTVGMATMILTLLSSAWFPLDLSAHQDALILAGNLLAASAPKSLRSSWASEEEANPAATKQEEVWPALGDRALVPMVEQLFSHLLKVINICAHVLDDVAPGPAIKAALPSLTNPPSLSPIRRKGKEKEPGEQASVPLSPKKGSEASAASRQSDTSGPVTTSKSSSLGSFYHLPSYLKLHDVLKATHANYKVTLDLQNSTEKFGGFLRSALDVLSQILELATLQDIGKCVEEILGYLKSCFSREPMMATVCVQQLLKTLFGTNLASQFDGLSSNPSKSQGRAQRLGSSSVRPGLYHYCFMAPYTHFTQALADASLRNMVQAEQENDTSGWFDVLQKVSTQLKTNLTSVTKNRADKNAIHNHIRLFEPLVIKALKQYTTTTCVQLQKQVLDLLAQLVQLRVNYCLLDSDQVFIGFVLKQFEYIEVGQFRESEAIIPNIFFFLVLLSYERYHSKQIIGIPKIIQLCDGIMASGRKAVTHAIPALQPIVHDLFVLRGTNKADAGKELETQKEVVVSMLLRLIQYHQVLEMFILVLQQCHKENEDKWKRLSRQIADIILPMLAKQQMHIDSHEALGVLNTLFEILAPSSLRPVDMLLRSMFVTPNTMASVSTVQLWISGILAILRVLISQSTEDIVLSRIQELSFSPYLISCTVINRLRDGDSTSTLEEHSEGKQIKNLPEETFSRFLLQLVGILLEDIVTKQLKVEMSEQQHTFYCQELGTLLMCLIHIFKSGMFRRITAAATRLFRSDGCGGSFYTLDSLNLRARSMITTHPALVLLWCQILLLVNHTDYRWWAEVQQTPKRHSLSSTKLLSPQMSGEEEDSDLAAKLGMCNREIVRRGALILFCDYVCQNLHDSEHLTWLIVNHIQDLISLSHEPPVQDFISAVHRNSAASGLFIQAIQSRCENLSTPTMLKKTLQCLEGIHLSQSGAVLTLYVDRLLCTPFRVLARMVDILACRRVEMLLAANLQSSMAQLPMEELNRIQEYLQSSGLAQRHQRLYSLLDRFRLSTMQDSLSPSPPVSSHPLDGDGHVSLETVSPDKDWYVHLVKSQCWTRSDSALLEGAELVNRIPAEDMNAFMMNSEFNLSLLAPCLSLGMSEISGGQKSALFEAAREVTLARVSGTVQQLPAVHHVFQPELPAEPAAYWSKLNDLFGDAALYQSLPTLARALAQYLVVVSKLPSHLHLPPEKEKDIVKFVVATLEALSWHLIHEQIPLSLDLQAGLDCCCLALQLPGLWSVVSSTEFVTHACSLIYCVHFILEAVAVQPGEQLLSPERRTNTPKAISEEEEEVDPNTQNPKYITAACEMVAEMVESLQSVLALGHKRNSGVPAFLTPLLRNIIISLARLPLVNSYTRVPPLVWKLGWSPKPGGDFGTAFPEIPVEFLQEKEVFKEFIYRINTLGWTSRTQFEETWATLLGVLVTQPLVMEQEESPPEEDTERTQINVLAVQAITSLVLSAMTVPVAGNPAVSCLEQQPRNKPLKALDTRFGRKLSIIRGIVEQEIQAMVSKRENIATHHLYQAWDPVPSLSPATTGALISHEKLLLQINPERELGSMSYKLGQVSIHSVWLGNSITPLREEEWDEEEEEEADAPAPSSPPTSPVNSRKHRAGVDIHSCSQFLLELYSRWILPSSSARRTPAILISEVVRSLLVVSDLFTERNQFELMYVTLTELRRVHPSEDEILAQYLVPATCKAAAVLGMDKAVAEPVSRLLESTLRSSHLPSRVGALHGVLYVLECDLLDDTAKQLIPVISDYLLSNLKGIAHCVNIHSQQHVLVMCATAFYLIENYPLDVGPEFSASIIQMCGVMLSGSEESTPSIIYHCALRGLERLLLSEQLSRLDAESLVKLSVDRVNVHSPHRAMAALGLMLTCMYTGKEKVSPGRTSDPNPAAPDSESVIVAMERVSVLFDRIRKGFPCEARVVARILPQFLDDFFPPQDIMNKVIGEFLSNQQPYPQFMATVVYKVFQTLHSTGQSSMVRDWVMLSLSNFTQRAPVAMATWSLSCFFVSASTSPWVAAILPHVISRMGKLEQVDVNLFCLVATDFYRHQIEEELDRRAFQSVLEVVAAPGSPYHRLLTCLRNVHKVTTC
Starred values were filed as active, the others as inactive; & = joins results of further samples; ! = repeats disagree. Rule as the data show it: active = inhibition above about 50%; inactive = the rest.

What do the screens show for `O=c1oc2cc(Br)ccc2n1CN1CCCCC1`?
Pf apPOL block: 0; mHTT-CaM PPI inh: -3

What do the screens show for `CC(C(=O)Nc1ccc(C(N)=O)cc1)N1C(=O)c2ccccc2C1=O` (stereo not given)?
Pf apPOL block: -5; mHTT-CaM PPI inh: -6

What do the screens show for `CC(=O)NCC(=O)N1CCCn2cc(-c3cccc(C#N)c3)nc21`?
Pf apPOL block: 1; mHTT-CaM PPI inh: 6

How did Cc1oc(C2CCN(S(=O)(=O)c3ccc(C#N)cc3)CC2)nc1C(=O)N1CCOCC1 do in these assays?
Pf apPOL block: -5; mHTT-CaM PPI inh: 0

What do the screens show for `CSc1cccc(NC(=O)Nc2ccccc2)c1`?
Pf apPOL block: -4; mHTT-CaM PPI inh: -8

How did Cc1ccc2c(CN(C)Cc3ccccc3)cc(=O)oc2c1 do in these assays?
Pf apPOL block: -2; mHTT-CaM PPI inh: 9

What do the screens show for `COc1ccccc1/C=C1/N=C(c2ccccc2[N+](=O)[O-])OC1=O`?
Pf apPOL block: -2; mHTT-CaM PPI inh: 5

Results for O=C(CNC1CCCCC1)Nc1c2c(nc3c1CCC3)CCCC2 ?
Pf apPOL block: -1; mHTT-CaM PPI inh: -1

What do the screens show for `CCOc1ccc(CNC2CCN(c3ccc(C(=O)Nc4ccccc4)cn3)C2)cc1` (stereo not given)?
Pf apPOL block: -4; mHTT-CaM PPI inh: 11

What do the screens show for `CCCNC(=O)Cn1nc(C)c([N+](=O)[O-])c1C`?
Pf apPOL block: -1; mHTT-CaM PPI inh: -4

What do the screens show for `Cc1[nH]c2ccccc2c1-c1csc(-c2ccncc2)n1`?
Pf apPOL block: 0&-1; mHTT-CaM PPI inh: 70*!

What do the screens show for `O=C(Nc1ccc2nc(-c3ccccn3)c(-c3ccccn3)nc2c1)N1CCCC1`?
Pf apPOL block: 4; mHTT-CaM PPI inh: 19

What do the screens show for `O=C(Nc1ccc2oc(-c3cccc(Br)c3)nc2c1)c1ccc([N+](=O)[O-])cc1`?
Pf apPOL block: -2; mHTT-CaM PPI inh: 4

How did CCCOc1ccc(C2C(=O)N(C3CCCCC3)CC(=O)N2Cc2ccc(F)cc2)cc1OC (stereo not given) do in these assays?
Pf apPOL block: -8; mHTT-CaM PPI inh: 22

What do the screens show for `O=C1c2ccccc2NC(c2cnc3ccccc3n2)N1O` (stereo not given)?
Pf apPOL block: -6; mHTT-CaM PPI inh: 11

How did O=C(NC1CC1)c1cn2c(n1)CCCC2 do in these assays?
Pf apPOL block: -3; mHTT-CaM PPI inh: -6

Results for COc1ccccc1/C=C/C=C1N=C(/C=C/c2cccc([N+](=O)[O-])c2)OC\1=O ?
Pf apPOL block: 2; mHTT-CaM PPI inh: 19

What do the screens show for `Cc1ccc(-n2nc3c(c2NC(=O)c2ccc([N+](=O)[O-])cc2)CS(=O)(=O)C3)c(C)c1`?
Pf apPOL block: -3; mHTT-CaM PPI inh: 8

Results for CN(C)C(=O)c1cnn(-c2ccccc2)c1-n1cccc1 ?
Pf apPOL block: 0; mHTT-CaM PPI inh: 3

What do the screens show for `COc1cccc(C(=O)Oc2ccc3c(c2)OC(=Cc2cc(OC)c(OC)c(OC)c2)C3=O)c1`?
Pf apPOL block: -4; mHTT-CaM PPI inh: -2

What do the screens show for `CCOc1ccc(NC(=O)c2cc3cc(Br)ccc3oc2=O)cc1`?
Pf apPOL block: -3; mHTT-CaM PPI inh: 0

How did Nc1cc(C2CCN(S(=O)(=O)c3ccc(Br)s3)CC2)no1 do in these assays?
Pf apPOL block: -1; mHTT-CaM PPI inh: -20

Results for CCCCc1ncc(/C=C(\Cc2cccs2)C(=O)O)n1Cc1ccc(C(=O)O)cc1 ?
Pf apPOL block: 7

Results for O=C(Cc1ccccc1)Nc1cccc(C(=O)Nc2cccc(Cl)c2)c1 ?
Pf apPOL block: -7; mHTT-CaM PPI inh: 2

How did CCOc1ccc(C=C2Oc3cc(OCC(=O)OC(C)(C)C)ccc3C2=O)cc1 do in these assays?
Pf apPOL block: -1; mHTT-CaM PPI inh: -16

What do the screens show for `Cc1cccc(-n2cc(C3CCN(S(=O)(=O)Cc4cc(F)cc(F)c4)CC3)cn2)c1`?
Pf apPOL block: 3; mHTT-CaM PPI inh: -3

What do the screens show for `Cc1cccc(CN(CC(N)=O)S(=O)(=O)c2ccc(Cl)cc2)c1`?
Pf apPOL block: -3; mHTT-CaM PPI inh: 0

How did Cc1sc(NC(=O)c2ccccc2)c(C(Nc2ccccn2)c2cccs2)c1C (stereo not given) do in these assays?
Pf apPOL block: 0; mHTT-CaM PPI inh: -9

Results for CSc1ccc(Cl)c(C(=O)Nc2cccn3c(C)nnc23)c1 ?
Pf apPOL block: 4; mHTT-CaM PPI inh: 9

How did CCc1ccc(S(=O)(=O)N=C2C=C(Nc3ccccc3OC)C(=O)c3ccccc32)cc1 do in these assays?
Pf apPOL block: 0; mHTT-CaM PPI inh: 93*

Results for O=C(Cc1ccc(F)cc1)Nc1c2c(nn1-c1ccc([N+](=O)[O-])cc1)CS(=O)(=O)C2 ?
Pf apPOL block: -3; mHTT-CaM PPI inh: -1

Results for O=c1[nH]c2ccc(S(=O)(=O)NCc3ccco3)cc2s1 ?
Pf apPOL block: 2; mHTT-CaM PPI inh: -1

Results for Cc1cc2nc(-c3cc(NC(=O)c4ccccc4F)ccc3O)oc2cc1C ?
Pf apPOL block: -6; mHTT-CaM PPI inh: 1

How did Cc1cc(C)cc(N2CCC(NC(=O)c3ccc(Br)o3)C2=O)c1 (stereo not given) do in these assays?
Pf apPOL block: 0; mHTT-CaM PPI inh: -6

Results for CSCCC(C)(O)CNC(=O)C=Cc1ccccc1 (stereo not given) ?
Pf apPOL block: -3; mHTT-CaM PPI inh: -1

Results for CC1(C)C2([N+](=O)[O-])CN3CC1([N+](=O)[O-])CN(C2)C3c1ccco1 (stereo not given) ?
Pf apPOL block: -5; mHTT-CaM PPI inh: -5

Results for O=C1C(=O)N(CC2CCCO2)C(c2ccccc2[N+](=O)[O-])C1=C(O)c1ccccc1 (stereo not given) ?
Pf apPOL block: 21; mHTT-CaM PPI inh: 4

Results for O=c1[nH]c2ccccc2n1CCN1CCOCC1 ?
Pf apPOL block: 4; mHTT-CaM PPI inh: 0

How did CCCCC(=O)Nc1c(-c2ccc(F)cc2)nc2ccccn12 do in these assays?
Pf apPOL block: 2; mHTT-CaM PPI inh: 7

How did COCC(=O)Nc1cc(OC)c(NC(=O)c2ccccc2)cc1OC do in these assays?
Pf apPOL block: -1; mHTT-CaM PPI inh: 6

Arranged by molecular weight (ascending): part of the list above.
Results for CC1(C)C2([N+](=O)[O-])CN3CC1([N+](=O)[O-])CN(C2)C3c1ccco1 (stereo not given) ?
Pf apPOL block: -5; mHTT-CaM PPI inh: -5

Results for CCCCc1ncc(/C=C(\Cc2cccs2)C(=O)O)n1Cc1ccc(C(=O)O)cc1 ?
Pf apPOL block: 7

What do the screens show for `Cc1cccc(-n2cc(C3CCN(S(=O)(=O)Cc4cc(F)cc(F)c4)CC3)cn2)c1`?
Pf apPOL block: 3; mHTT-CaM PPI inh: -3

(listing goes on)
What do the screens show for `O=C(Cn1cc(-c2ccccc2)oc1=O)NCc1ccc(N2CCCCC2)cc1`?
Pf apPOL block: -1; mHTT-CaM PPI inh: 0

How did O=C(NCC(c1ccc[nH]1)C(F)(F)F)Nc1ccccc1 (stereo not given) do in these assays?
Pf apPOL block: -3&-2

What do the screens show for `C[C@H](c1ccccc1)N1C[C@@H](COCc2ccccc2)Oc2cc(N3CC[C@H](N(C)C)C3)ccc2S1(=O)=O`?
Pf apPOL block: -4; mHTT-CaM PPI inh: -6

What do the screens show for `CCOC(=N)c1cccc(C(F)(F)F)c1`?
Pf apPOL block: -2

Results for COC(=O)c1cnn(-c2c(Cl)cccc2Cl)c1C=C(C#N)C#N ?
Pf apPOL block: 5

Results for Cc1c(C(=O)NCc2ccccc2)oc2ccc(S(=O)(=O)N3CCC(C)CC3)cc12 ?
Pf apPOL block: 4; mHTT-CaM PPI inh: 2

How did CC(=O)NCCc1ccc(S(=O)(=O)Nc2c(C)cc(Br)cc2C)cc1 do in these assays?
Pf apPOL block: 2; mHTT-CaM PPI inh: 5

Results for C=CCSc1nnc2c(n1)OC(c1ccc(OC)cc1OC)N(C(C)=O)c1ccccc1-2 (stereo not given) ?
Pf apPOL block: -3; mHTT-CaM PPI inh: 47

What do the screens show for `COc1ccc(C(NC(=O)Cc2ccccc2)c2ccc3cccnc3c2O)cc1OC` (stereo not given)?
Pf apPOL block: 87*!; mHTT-CaM PPI inh: 100*

What do the screens show for `CN(C)C1(C)C(=O)c2ccccc2C1=O`?
Pf apPOL block: -4; mHTT-CaM PPI inh: -1

What do the screens show for `COc1cc(C=CC(=O)NCC(O)c2ccoc2)cc(OC)c1OC` (stereo not given)?
Pf apPOL block: -3; mHTT-CaM PPI inh: -3

Results for Cc1ccc(NCC(=O)c2ccccc2)cc1Cl ?
Pf apPOL block: 2; mHTT-CaM PPI inh: -6

How did CC(C)S[C@@H]1O[C@H](CO)[C@H](O)[C@H](O)[C@H]1O do in these assays?
mHTT-CaM PPI inh: -5

Results for Cc1cccc2oc(-c3ccc(NC(=O)C4CC4)cc3Cl)nc12 ?
Pf apPOL block: -1; mHTT-CaM PPI inh: -5

How did O=C1OC(c2ccc(Cl)cc2)=N/C1=C\c1ccc(Br)cc1 do in these assays?
Pf apPOL block: -4; mHTT-CaM PPI inh: -5

What do the screens show for `COC1CCCCC1Nc1ccc2c(c1)CCC2` (stereo not given)?
mHTT-CaM PPI inh: 52*

How did CCC(Sc1ncccc1C(=O)O)C(=O)N1CCCC1 (stereo not given) do in these assays?
Pf apPOL block: -9; mHTT-CaM PPI inh: -7

How did CC1(C)CC(NC(=O)c2ccccc2C(=O)O)CC(C)(C)N1 do in these assays?
Pf apPOL block: -2; mHTT-CaM PPI inh: -4

What do the screens show for `N#CC1=C(N)OC2=C(C(=O)CC(c3ccccc3)C2)C1c1cccnc1` (stereo not given)?
Pf apPOL block: -2&-7; mHTT-CaM PPI inh: 5&-1

What do the screens show for `CC(C)NC(=O)N1CCCC(c2cccc(C(=O)NCc3ccc(OC(C)C)cc3)c2)C1` (stereo not given)?
Pf apPOL block: -3; mHTT-CaM PPI inh: 8

For convenience, 4 of the compounds above.
What do the screens show for `O=C(Cn1cc(-c2ccccc2)oc1=O)NCc1ccc(N2CCCCC2)cc1`?
Pf apPOL block: -1; mHTT-CaM PPI inh: 0

How did O=C(NCC(c1ccc[nH]1)C(F)(F)F)Nc1ccccc1 (stereo not given) do in these assays?
Pf apPOL block: -3&-2

What do the screens show for `C[C@H](c1ccccc1)N1C[C@@H](COCc2ccccc2)Oc2cc(N3CC[C@H](N(C)C)C3)ccc2S1(=O)=O`?
Pf apPOL block: -4; mHTT-CaM PPI inh: -6

What do the screens show for `CCOC(=N)c1cccc(C(F)(F)F)c1`?
Pf apPOL block: -2

(further entries)
What do the screens show for `CSc1scc(-c2cccc(C(F)(F)F)c2)c1C#N`?
Pf apPOL block: -3

Results for CC(C)(C)c1ccc(S(=O)(=O)N2CCC(Oc3ccc(-n4cnnn4)cc3)CC2)cc1 ?
Pf apPOL block: -9; mHTT-CaM PPI inh: -6

How did Cc1cccn2c(=O)c3cc(C(=O)NCc4ccccc4)c(=N)n(Cc4cccnc4)c3nc12 do in these assays?
Pf apPOL block: -12; mHTT-CaM PPI inh: 1

How did COc1ccc(C)cc1S(=O)(=O)N1CCN(c2ccc(-n3nc(C)cc3C)nn2)CC1 do in these assays?
Pf apPOL block: -2; mHTT-CaM PPI inh: 10

What do the screens show for `CCCn1c2ccccc2c2nnc(SCC(=O)c3ccccc3)nc21`?
Pf apPOL block: 2; mHTT-CaM PPI inh: 3

Results for CC(=O)C1=C(O)C(=O)N(C(C)c2ccccc2)C1c1ccccc1 (stereo not given) ?
Pf apPOL block: -3; mHTT-CaM PPI inh: -16

Results for COCCCn1c(-c2ccc(C(C)(C)C)cc2)n[nH]c1=S ?
Pf apPOL block: -4

What do the screens show for `Cn1c(=O)c2c(-c3ccccc3)n(N)cc2n(C)c1=O`?
Pf apPOL block: 10; mHTT-CaM PPI inh: 6

How did CCN(CC)c1ccc(/C=c2\sc3nc(-c4ccc(OC)cc4)nn3c2=O)cc1 do in these assays?
Pf apPOL block: 4; mHTT-CaM PPI inh: -1

How did N#C/C(=C\c1c(F)c(F)c(F)c(F)c1F)c1nc2ccccc2[nH]1 do in these assays?
Pf apPOL block: 2; mHTT-CaM PPI inh: 0

Results for COc1ccc(CCn2c(SCC#N)nc3ccccc3c2=O)cc1OC ?
Pf apPOL block: 0; mHTT-CaM PPI inh: 0

How did COc1cccc(COc2coc(CO)cc2=O)c1 do in these assays?
Pf apPOL block: 4; mHTT-CaM PPI inh: -5

How did Cc1cc(C)nc(SCc2nc3ccc(Cl)cn3c2Cl)n1 do in these assays?
Pf apPOL block: 4; mHTT-CaM PPI inh: -1

What do the screens show for `Cc1cccc(C(=O)N2CCCC2COc2ccc(C(=O)N3CCCC3)cc2)c1` (stereo not given)?
Pf apPOL block: 24; mHTT-CaM PPI inh: -1

How did CCCNC(=O)N1CCC(CCOc2ccncc2)CC1 do in these assays?
Pf apPOL block: -6; mHTT-CaM PPI inh: -12

Results for CC(C)NC(=O)c1ccccc1-c1ccccc1C(=O)NC(C)C ?
Pf apPOL block: 2

How did O=C(CN(c1ccccc1)S(=O)(=O)c1ccccc1[N+](=O)[O-])Nc1ccc(F)cc1 do in these assays?
Pf apPOL block: -7; mHTT-CaM PPI inh: 29

How did O=C(Cn1c(=O)oc2ccccc21)NCC1CCN(C(=O)c2cc3ccccc3o2)CC1 do in these assays?
Pf apPOL block: -11; mHTT-CaM PPI inh: -2

How did O=[N+]([O-])c1cccc(S(=O)(=O)C=C(Cl)Cl)c1 do in these assays?
mHTT-CaM PPI inh: 63*

The list is partial; the hit share may differ from the screen's.
